Screens (PubChem BioAssay)
FUS suppressor – rescues growth of FUS-expressing yeast. 390,000 compounds, 0.24% hits. S. cerevisiae FUS-expressing, growth rescue, OD600, 24 h. AID 1347120. Potency, µM (doses to about 76.6 µM), without a hit: top-dose growth rescue (activation), hits mostly activators;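 note: potency is the fitted concentration of half-maximal effect; plate controls were DMSO vehicle for no effect and reference control for full effect; nearly all actives have a fitted effect of over 55% in size; some results filed as inactive show a strong effect at the top dose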
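Restored growth of FUS-toxic S. cerevisiae, read as 600 nm absorbance after 24 h at 30C in galactose medium (starting OD 0.005). Controls CP55940 and DMSO.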
Abeta rescue – A-beta toxicity reversal in yeast; 410,000 compounds, 0.063% hits; yeast expressing A-beta42, growth rescue, OD600, 48 h; response scale: 0% DMSO, 100% iron-clioquinol control; Potency, µM (top dose mostly 46.1 µM), inactives show at the highest dose growth rescue, hits mostly activators; note: potency is the fitted concentration of half-maximal effect; nearly all actives have a fitted effect of over 55% in size
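Yeast growth medium received pinned compounds, then yeast cells expressing toxic A-beta were added; plates incubated at 30 C for 48 hr. Growth read as absorbance at 600 nm, normalized to DMSO and equimolar FeCl3 plus clioquinol controls.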
TDP-43 yeast inh – TDP-43 toxicity inhibition in yeast. 410,000 compounds, 1.8% hits. Potency, µM (series often up to 46.1 µM), without a hit: at the highest dose growth rescue (activation), hits mostly activators. TDP-43 expressing yeast growth rescue, BacTiter-Glo, 24 h; note: potency is the fitted concentration of half-maximal effect; % of control where 0% means no effect; nearly all actives have a fitted effect of over 50% in size
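Readout is BacTiter-Glo luminescence of cell growth, so inhibitors register as activators. TDP-43-expressing yeast at OD600=0.02 in galactose medium, after raffinose pregrowth to mid-log, were incubated with compound for 24 hr at 30 deg C.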
PTHR1 ag – PTHR1 (human) receptor agonism | HEK293 GP2 PTHR1 cells, GloSensor cAMP luminescence, 1 h | Potency, µM (doses to about 115 µM), without a hit: top-dose activation, hits mostly activators | 410,000 compounds, 0.075% hits; note: potency is the fitted concentration of half-maximal effect; nearly all actives have a fitted effect of over 55% in size; some results filed as inactive show a strong effect at the top dose; inactives centre near -15; many of its hits are not listed in these tables
Target sequence (Q03431 whole entry, looked up): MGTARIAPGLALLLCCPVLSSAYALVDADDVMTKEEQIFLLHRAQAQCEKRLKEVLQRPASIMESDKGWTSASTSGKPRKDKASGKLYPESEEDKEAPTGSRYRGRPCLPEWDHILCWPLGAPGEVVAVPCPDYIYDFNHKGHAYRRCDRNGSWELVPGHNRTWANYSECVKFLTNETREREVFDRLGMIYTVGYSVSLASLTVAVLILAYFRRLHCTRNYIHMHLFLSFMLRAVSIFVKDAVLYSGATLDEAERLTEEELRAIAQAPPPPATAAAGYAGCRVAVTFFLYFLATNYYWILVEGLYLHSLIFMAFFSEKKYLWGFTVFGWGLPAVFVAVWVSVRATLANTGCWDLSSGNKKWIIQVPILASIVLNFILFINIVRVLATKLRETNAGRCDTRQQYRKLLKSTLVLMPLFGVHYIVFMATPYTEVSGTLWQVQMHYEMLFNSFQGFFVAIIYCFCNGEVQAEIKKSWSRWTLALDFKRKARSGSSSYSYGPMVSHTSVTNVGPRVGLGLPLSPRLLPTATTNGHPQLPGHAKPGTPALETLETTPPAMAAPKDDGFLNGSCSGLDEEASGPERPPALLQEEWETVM
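HEK-293-derived GP2 cells expressing PTHR1 and a GloSensor cAMP reporter, 3,000/well, plated overnight, given luciferin plus IBMX (each 0.5 mM as added) for 1 h at 37 °C, then compound for 1 h at 37 °C. Luminescence was read after 15 min at room temperature.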
GLP1R inv ag – acts as inverse agonist at human GLP-1 receptor | HEK293 GLP-1R CRE-luciferase, luminescence, 24 h; GLP-1R form is constitutively active | Potency, µM (highest dose often 38.3 µM), for the others: at the highest dose activity change, negative = inhibition, usual class: inhibitors | 410,000 compounds, 1.6% hits; note: potency is the fitted concentration of half-maximal effect; % is set by controls: 0 for no effect and ±100 for the full control effect; nearly all actives have a fitted effect of over 55% in size
Target sequence (P43220 whole entry, looked up): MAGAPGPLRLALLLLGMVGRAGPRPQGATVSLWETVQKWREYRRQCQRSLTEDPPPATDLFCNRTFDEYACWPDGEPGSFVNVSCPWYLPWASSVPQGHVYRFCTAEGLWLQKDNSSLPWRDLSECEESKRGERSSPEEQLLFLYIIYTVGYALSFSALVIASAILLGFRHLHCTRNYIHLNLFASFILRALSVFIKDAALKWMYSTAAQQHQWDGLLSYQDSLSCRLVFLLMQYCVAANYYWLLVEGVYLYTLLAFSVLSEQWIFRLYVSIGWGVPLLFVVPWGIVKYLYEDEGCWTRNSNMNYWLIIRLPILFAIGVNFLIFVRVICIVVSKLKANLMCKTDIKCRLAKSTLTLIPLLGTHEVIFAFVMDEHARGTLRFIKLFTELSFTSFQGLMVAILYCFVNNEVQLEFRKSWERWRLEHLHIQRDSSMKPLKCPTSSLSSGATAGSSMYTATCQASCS
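Stable HEK293 clone (constitutively active GLP-1R + cAMP-response luciferase); 200 cells/uL plated, 12 h pre-culture, compound 24 hr, 37 deg C/5% CO2; detection reagent 12 min RT; luminescence.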
pAkt inh – Akt phosphorylation inhibition. Neuro2A IGF-stimulated pAkt S473 HTRF, 20 min; hits give low values. activity change, % for hits at 50 µM. 360,000 compounds, 0.32% hits. AID 651550; in the data active = activity change below about -80%; inconclusive = mostly about -51% to -80%; note: % is set by controls: 0 for no effect and ±100 for the full control effect
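Neuro2A cells in DMEM with 0.5% FBS, overnight at 37 deg C, given compound at single 50 µM final, then IGF (6 nM final) for 20 min at 37 deg C. Lysed; phospho-Akt Ser473 by HTRF after 24 h, 665/615 ratio.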
GLP1R cytotox – cytotoxicity counter-screen for GLP-1 receptor inverse agonists; HEK293 cAMP-luciferase reporter cells, luminescence, 24 h; Potency, µM (doses to about 38.3 µM), for the others: top-dose activity change, negative = inhibition, actives largely listed as inhibitors; 410,000 compounds, 0.13% hits; AID 624418;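 note: loss of luciferase light is scored as toxicity; potency is the fitted concentration of half-maximal effect; % is set by controls: 0 for no effect and ±100 for the full control effect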
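Compound-treated cells are incubated 24 hr at 37 deg C under 5% CO2 after a 12 hour attachment period, then luciferase detection reagent is added and luminescence is measured following 12 min at room temperature; lowered signal indicates toxicity.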
MmCpn inh – inhibitors of Methanococcus maripaludis chaperonin (MmCpn) | purified Mm-Cpn ATPase, ADP Transcreener TR-FRET | Potency, µM (series often up to 76.9 µM), without a hit: at the top dose activity, negative = inhibition, most hits filed as inhibitors | 330,000 compounds, 0.031% hits | AID 504842; note: potency is the fitted concentration of half-maximal effect; % is set by controls: 0 for no effect and ±100 for the full control effect; nearly all actives have a fitted effect of over 80% in size
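Compound-treated chaperonin, 25 nM final, turns over 10 uM ATP at 37°C for 30 min following a 10 min preincubation; ADP generated competes with ADP-d2 for Eu-cryptate antibody, lowering FRET.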
aSyn rescue – alpha-synuclein toxicity inhibition in yeast; Yeast expressing alpha-synuclein, growth rescue, BacTiter-Glo, 24 h; Potency, µM (series often up to 46.1 µM), for inactives: at the top dose growth rescue (activation), hits mostly activators; 370,000 compounds, 0.14% hits; AID 652106; note: potency is the fitted concentration of half-maximal effect; % of control where 0% means no effect; nearly all actives have a fitted effect of over 65% in size
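Rescue of yeast growth: cells expressing toxic alpha-synuclein, induced in galactose at OD600 0.02, incubated with compound 24 h at 30 C. ATP luminescence quantified growth; inhibitors of toxicity appear as activators.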
* marks the source's active call; other numbers are inactive results; i = inactive; ? = inconclusive; nt = no result given; & = joins results of further samples; [ ] = dose if it differs, or a comment. Unless noted, calls come from the whole dose curve; as a rule, active = well fitted curve in the direction sought with a large enough effect; inconclusive = small, poorly fitted or top-dose-only effect, or another doubt; inactive = no such curve, though single readings can be large; an effect the other way counts as inactive or inconclusive.

SMILES	FUS suppressor	Abeta rescue	TDP-43 yeast inh	PTHR1 ag	GLP1R inv ag	pAkt inh	GLP1R cytotox	MmCpn inh	aSyn rescue
O=C(O/N=C\c1ccc(N2CCCCC2)c([N+](=O)[O-])c1)c1ccc(Cl)cc1Cl	nt	7%	25%	-5%	-19%	i	-2%	1%	8%
CCn1c(C)cc(C(=O)COC(=O)c2cccnc2SC)c1C	nt	6%	24%	-39%[inhibitor]	5%	i	-1%	0%	9%
CCCc1cc(=O)[nH]c2nnc(SCC(=O)Nc3nnc(SCC)s3)n12	11%	-19%	-17%	-19%	5%	i	-6%	1%	-2%
CCOC(=O)c1sc2nc(CC(=O)OC)nc(N3CCN(c4ccc(OC)cc4)CC3)c2c1C	?	-10%	-7%	i	4µM*	i	-7%	0%	-20%
O=C(O)C1(S(=O)(=O)CCC(F)=C(F)F)CC1	8%	-8%	-13%[9.22 µM]	i	1%[7.66 µM]	i	-5%[7.66 µM]	-2%	3%
Cn1c(SCC(=O)Nc2ccccc2)nc2c([nH]c3ccccc32)c1=O	-2%	2%	14%	-22%	-8%	i	1%	0%	-9%
O=c1cccccc1NCc1ccccc1	8%	12%	?	-13%	0%	nt	-6%	1%	nt
C=Cc1ccc(CSc2nc(-c3ccccc3C)nc3c2Cc2c(CO)cnc(C)c2O3)cc1	26%	6%	12%	-1%	-4%	nt	-21%	nt	nt
CCOCCCNC(=O)Cn1cnc2c(cnn2-c2ccc(F)cc2)c1=O	-6%	-2%	27%	-13%	2%	i	-7%	2%	5%
Cc1nnc(NC2=NCCCCC2)o1	2%	1%	-5%	i	0%	i	-8%	0%	-5%
COc1ccc(-n2nc3c(c2NC(=O)c2c(F)cccc2Cl)CS(=O)C3)cc1 (configuration not stated)	-10%	4%	21%	-25%	31%[activator]	i	-14%	1%	11%
CCc1ccc(NC(=O)Cn2c(=O)n(CCCC(=O)NCc3ccccc3OC)c(=O)c3ccccc32)cc1	-4%	-13%	-9%	-22%	-6%	nt	6%	nt	nt
COc1ccc2c(c1)Cc1sc(NC(=O)c3cccc(Cl)c3)nc1-2	9%	3%	?	-91%[inhibitor]	-2%	nt	-3%	nt	nt
Nn1c(SCC(=O)Nc2ccc(F)cc2F)nnc1C1CCCCC1	-12%	9%	0%	i	0%	i	-15%	3%	-1%
C[C@]12c3[nH]c4cc(-c5ccco5)ccc4c3CCN1C(=O)[C@@H](CC(=O)NCc1cccc(C(F)(F)F)c1)C[C@@H]2C(=O)N1CCCCC1	42%	3%	27%	i	?	i	-16%	-7%	15%
Cc1ccc(S(=O)(=O)/N=C(/Nc2ccccc2C)c2ccccc2)cc1	-2%	?	10%	-26%	?	i	8%	-2%	?
CC(C)C[C@H]1CN(CCCC[C@H]2CNC(=O)C(=O)N2Cc2ccccc2)C(=O)C(=O)N1Cc1ccccc1	15%	-8%	14%	-23%	15%	i	1%	nt	-5%
Cc1ccc(S(=O)(=O)N2CCN(C(=O)c3sccc3C)CC2)cc1	10%	-15%	-10%	i	-7%	i	0%	3%	15%
Cc1nc(N2CCN(C(c3ccccc3)c3ccccc3)CC2)[nH]c(=O)c1C	-12%	1%	4%	i	7%	i	-15%	-2%	-1%
COc1cc(/C=N\NC(=O)c2ccc(-c3ccccc3)cc2)cc(OC)c1O	24%	3%	-4%	-3%	4%	i	-5%	2%	0%
CCOC(=O)c1c(NC(=O)CCN2CCOCC2)sc(C)c1-c1ccccc1	24%	-4%	-17%[0.397 µM]	i	?	i	0%	0%	-1%
N#Cc1c(SCC(=O)O)nc(N2CCOCC2)c2c1CCCC2	18%	-9%	-19%	-10%	30%[activator]	i	-1%	-3%	-1%
O=C(NC1CCCC1)c1cc(Nc2cccc(C(F)(F)F)c2)nc2ccccc12	-16%	-24%	9%	-1%	?	nt	-8%	nt	nt
COc1ccc(-c2c(C(=O)c3ccccc3)[nH]c(N)c2C(N)=O)cc1OC	5%	-11%	15%	-7%	14%	i	-10%	nt	?
O=C1NC[C@@H](Cc2cccc3ccccc23)N(CC2(c3ccccc3)CC2)C1=O	46%	11%	21%	-93%[inhibitor]	11µM*	i	3%	-1%	3%

(list continues)
SMILES	FUS suppressor	Abeta rescue	TDP-43 yeast inh	PTHR1 ag	GLP1R inv ag	pAkt inh	GLP1R cytotox	MmCpn inh	aSyn rescue
O=C(CN1CCC(C(=O)c2ccc(F)cc2)CC1)Nc1ccc(F)cc1	16%	2%	-17%	-9%[57.5 µM]	?	i	-7%	0%	-2%
COc1ccc(OC)c(/C=C/C(=O)OCC(=O)NCc2ccccc2)c1	nt	-2%	9%	i	-22%	i	-16%	4%	0%
O=C(COc1ccccc1)Nc1ccc(Cl)c(-c2nc3ncccc3o2)c1	0%	6%	6%	-19%	11%	i	9%	2%	0%
O=C(CSCc1nc2ccccc2[nH]1)Nc1ccc2ccccc2c1	8%	5%	-14%	i	0%	i	0%	0%	-1%
COc1cc(NC(=O)CN2C(=O)COc3ccc(S(=O)(=O)N4CCCCC4)cc32)cc(OC)c1	-6%&7%	7%&-6%	-8%&0%	-8%	?	i	-6%&-14%	0%	-1%
Cc1cccc(CNC(=O)Cn2nc(C)n3c(cc4cc(F)ccc43)c2=O)c1	-10%	-6%	24%	i	-5%	nt	1%	nt	nt
C=CCNC(=S)NNc1nc(N2CCCC2)nc(N2CCCC2)n1	21%	-21%	-7%	i	-28%	i	?	-1%	-5%
Cc1ccccc1NS(=O)(=O)c1ccc(NC(=O)c2ccco2)cc1	1%	8%	-4%	-25%[57.5 µM]	2%	i	-13%	-1%	-10%
Clc1ccc(-c2nnc(CNC3CC3)o2)cc1	-19%	-9%	-9%	13%	19%	i	9%	1%	-5%
Cc1ccc(C)n1NC(=O)c1cccs1	?	-7%	-5%	-16%[57.5 µM]	5%	i	24%	0%	0%
O=C(c1ccc(C(F)(F)F)cc1)C1CCCN(C(=O)CCN2CCCO2)C1 (configuration not stated)	-4%	3%	-9%[0.397 µM]	-15%	9%	i	4%	-1%	0%
CSc1ncccc1C(=O)NC(C)C1CC2CCC1C2 (configuration not stated)	-3%	-16%	5%	i	-12%	i	4%	-13%	4%
C[C@H]1CN([C@@H](C)CO)C(=O)c2cccc(NC(=O)C3CC3)c2O[C@H]1CN(C)S(=O)(=O)c1ccccc1	10%	3%	10%	-9%	20%	i	0%	-2%	14%
CC(C)C(=O)Nc1cccc(C(=O)OCC(=O)c2ccc(Cl)cc2Cl)c1	28%	?	11%	-22%[57.5 µM]	-6%	i	-19%	-1%	0%
COc1ccc(S(N)(=O)=O)cc1C(=O)NCCCN1CCN(c2ccc(C)cc2)CC1	-16%	-8%	1%	i	-11%	i	0%	1%	-2%
COc1ccc(OC)c(S(=O)(=O)N2CCC(C(=O)Nc3cccc(C(F)(F)F)c3)CC2)c1	15%	11%	12%	-15%	10µM*	i	?	1%	1%
COC(=O)c1ccc(N2CCOCC2)c(NC(=O)c2ccco2)c1	13%	2%	-20%	-55%[inhibitor]	12%	i	-5%	-3%	-4%
Cc1ccc(NC(=O)CSc2nn(-c3ccc(Cl)cc3)c(=S)s2)cc1S(=O)(=O)N(C)C	nt	2%	15%	-24%	?	i	-3%	-11%	-2%
C1CN(c2nc3nonc3n3nnnc23)CCO1	9%	-5%	12%	i	-9%	i	-4%	0%	2%
COc1cccc(N2CCN(C(=O)CCS(=O)(=O)c3ccc4c(c3)CC(=O)N4C)CC2)c1	?	-5%	7%	-29%	-12%	nt	-4%	nt	nt
COc1cccc(CN2CCSCC2)c1	-9%	-1%	-4%	-7%[57.5 µM]	3%	i	3%	0%	0%
CCCCNC(=O)CCn1c(=O)c2ccccc2n(CC(=O)N2CC(C)CC(C)C2)c1=O (configuration not stated)	nt	11%	16%	i	0%	i	5%	1%	1%
CCOC(=O)c1cc(C(=O)c2cccs2)n2ccc(C(C)=O)cc12	15%	-14%	-25%	i	25%	nt	3%	0%	-3%
O=C(Nc1ccc(F)cc1)C(c1cccc(F)c1)N1CCN(c2ccncc2)CC1 (configuration not stated)	0%	-5%	12%	i	12%	i	1%	nt	-1%
Cc1ccc(-c2nc(NCc3ccco3)n(C(=O)c3ccco3)n2)cc1	-23%	8%	11%	i	23%	i	-8%	2%	-4%

Continuation.
SMILES	FUS suppressor	Abeta rescue	TDP-43 yeast inh	PTHR1 ag	GLP1R inv ag	pAkt inh	GLP1R cytotox	MmCpn inh	aSyn rescue
O=C(Nc1ccc2c(c1)C(=O)N(c1ccccc1)C2=O)C1CCCO1 (configuration not stated)	17%	-14%	13µM*	-1%[57.5 µM]	10%	i	-8%	-2%	-8%
C=C1CC(COc2cc(=O)oc3ccccc23)(c2ccccc2)OC1=O (configuration not stated)	nt	1%	7%	-35%[inhibitor]	?	i	?	nt	18%
N#CC1C(=O)NC(=O)C(C#N)C12CCCCC2 (configuration not stated)	-9%	-19%	7%	i	11%	i	-4%	nt	-3%
COc1ccccc1NC(=O)CN(c1ccccc1)S(=O)(=O)c1ccccc1	17%	6%	3%	-33%[inhibitor]	?	i	1%	-1%	13%
Cc1ccc2nc(-c3cccc(Br)c3)c(Cc3ccccc3C(F)(F)F)n2c1	11%	18%	0%	-24%	?	i	-8%	nt	-1%
c1ccc2c(c1)ncn2CCC1CCCCC1	15%	29%	?	i	0%	i	-8%	-2%	-2%
COC(=O)CC1Oc2ccc(F)cc2-n2cc(-c3ccc(Cl)cc3)nc21 (configuration not stated)	4%	-25%	-14%	-10%	13%	nt	1%	nt	nt

Only part of the results is shown, so the mix of outcomes need not match the whole.
